hcGAS lum: Primary biochemical luminescence assay for human cyclic GMP-AMP synthase inhibitors. recombinant h-cGAS, ATP depletion, Kinase-Glo luminescence. inhibition, % at 12.5 µM. 0.081% of 290,000 active;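 further: 0% = vehicle reaction and 100% = reaction without DNA for no activity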
Target sequence (Q8N884 whole entry, looked up): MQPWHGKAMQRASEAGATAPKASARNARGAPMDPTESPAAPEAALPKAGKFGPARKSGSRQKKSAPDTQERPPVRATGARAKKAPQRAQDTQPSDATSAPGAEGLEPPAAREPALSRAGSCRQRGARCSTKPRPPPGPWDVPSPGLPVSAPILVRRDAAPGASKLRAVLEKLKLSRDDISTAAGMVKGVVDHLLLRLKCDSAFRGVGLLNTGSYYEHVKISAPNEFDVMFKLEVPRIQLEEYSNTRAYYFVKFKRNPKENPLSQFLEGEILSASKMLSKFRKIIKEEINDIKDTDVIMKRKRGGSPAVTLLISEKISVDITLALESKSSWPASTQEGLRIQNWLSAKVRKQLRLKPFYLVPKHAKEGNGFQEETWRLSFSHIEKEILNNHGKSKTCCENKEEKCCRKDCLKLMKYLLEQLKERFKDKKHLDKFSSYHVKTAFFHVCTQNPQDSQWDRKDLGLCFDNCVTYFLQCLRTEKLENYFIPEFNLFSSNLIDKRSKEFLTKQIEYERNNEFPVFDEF
NPYLR7 ag: agonists of mosquito NPYLR7 receptor, primary screen, cell-based, Aedes aegypti, calcium fluorescence, mosquito biting behavior; AID 1259423, 2018; activation, % at 10 µM; 0.15% of 270,000 active; HEK293T NPYLR7/Galpha15, GCaMP6s calcium fluorescence; in the data active means activation above about 40%;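 further: 0% = vehicle and 100% = reference agonist at the receptor; some compounds past the cut are filed as inactive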
mcGAS lum: cyclic GMP-AMP synthase inhibitors, mouse, primary biochemical chemiluminescence; Q8C6L5; 0.15% of 160,000 active; inhibition, % at 12.5 µM; AID 1259399, 2018; recombinant cGAS, Kinase-Glo ATP depletion luminescence;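 further: 0% = negative control wells and 100% = reference inhibitor with no enzyme activity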
Numbers without * were called inactive; nt = no result given. Unless noted, no stated cut-off is given here; in the data, active means inhibition above about 40%; inactive means the rest.

Molecule	hcGAS lum	NPYLR7 ag	mcGAS lum
CN(C)CCCNc1cc(C(F)(F)F)c(C#N)c2nc3ccccc3n12	-2	20	nt
CSCCn1c(C)c(C#N)c(=O)[nH]c1=O	-2	4	nt
CCOC(=O)c1c(NC(=O)COC(=O)C2CC2C)sc(C)c1C (stereo unspecified)	-11	2	-5
COc1ccc(-c2nc(CSCC(=O)NC3CCC(C)CC3)co2)cc1 (stereo unspecified)	9	-9	0
CNC(=O)CSc1cn(CC(=O)N2CC(C)OC(C)C2)c2ccccc12 (stereo unspecified)	-8	-5	-8
CCCCOC(=O)N1CCCC(c2nn(C)c(=O)n2CC)C1 (stereo unspecified)	-3	4	nt
Brc1ccc(CSc2nc3ccccc3[nH]2)cc1	-12	-2	-7
CC(=O)N=c1c(C#N)cc2c(=O)n3cccc(C)c3nc2n1CC1CCCO1 (stereo unspecified)	-10	2	-5
O=C(Nc1ccc2c(c1)OCO2)c1ccc(CN2CCOCC2)cc1	-4	7	nt
COc1ccc(N2C(=O)CSC2c2cc3c(cc2Br)OCO3)cc1 (stereo unspecified)	-1	-3	nt
O=C(CCc1ccccc1)Nc1cccc(NC(=O)CN2CCOC2=O)c1	-3	20	-12
CCOCCNC(=O)c1cncn1-c1ccc(-c2cc(C(F)(F)F)cc(C(F)(F)F)c2)cc1	-1	16	-3
C=C(CC=NNc1nc(C)cc(=O)[nH]1)CCC=C(C)C	-7	0	nt
COc1cccc(Cl)c1-c1cc(NC2CC2)nc(N)n1	-7	-3	-9
CCn1nnc2c(N3CCC(C)CC3)ncnc21	-1	1	nt
Cc1sc2ncnc(SCC(=O)NC(=O)C(C)(C)C)c2c1C	-8	12	nt
CN1C[C@H](NC(=O)c2n[nH]c3c2CCCC3)C[C@H]1CO	-6	11	-17
CCOC(=O)CC(=O)CSc1nnc(Cn2c(=O)sc3ccccc32)n1CCc1ccccc1	-1	4	nt
O=c1oc2ccc3ccccc3c2cc1-c1csc(Nc2cccc(F)c2)n1	-2	-4	-5
O=C1NCC2(CCCN(C(=O)c3ccc4c(c3)CCO4)C2)O1 (stereo unspecified)	-9	8	nt
Cc1cc(C)c(NC(=O)CN2C(=O)CS/C2=C\C(=O)C(C)(C)C)c(Cl)c1	-7	8	-12
O=C(NCC(c1ccco1)S(=O)(=O)c1ccc(F)cc1)Oc1ccccc1 (stereo unspecified)	-6	1	-6
O=C(c1ccc(OC(F)F)cc1)N1CCOC(COCc2cccc(C(F)(F)F)c2)C1 (stereo unspecified)	-9	13	-3
CCOC(=O)c1c(NC(=O)c2c(OC)cccc2OC)sc2c1CCC2	-8	17	-3
CC1(C(=O)Nc2cccc(NS(C)(=O)=O)c2)CCN1Cc1c(F)cccc1F (stereo unspecified)	-12	11	nt

Entries of single compounds from above. Screens in order: hcGAS lum | NPYLR7 ag | mcGAS lum
Record of COc1ccc(N2C(=O)CSC2c2cc3c(cc2Br)OCO3)cc1 (stereo unspecified) : -1 | -3 | nt
Record of O=C(NCC(c1ccco1)S(=O)(=O)c1ccc(F)cc1)Oc1ccccc1 (stereo unspecified) : -6 | 1 | -6

(more compounds)
Molecule	hcGAS lum	NPYLR7 ag	mcGAS lum
COc1ccc2c(c1)C(C)(Cc1cccc(C#N)c1)C(=O)N2 (stereo unspecified)	1	4	-4
O=C(Nc1cccc(-c2nc3ccccc3o2)c1)c1cccc(I)c1	-4	0	-5
CC(C)CSc1ncnc2c1sc1nc3c(cc12)COC(C)(C)C3	-10	13	-4
CC(C)(C)OC(=O)N1N=C(c2ccc(Cl)cc2)CC1(O)C(F)(F)F (stereo unspecified)	-16	4	-8
Cc1nc2n(n1)C(=O)C(C(c1ccc(F)c(F)c1)N1CCC(O)CC1)S2 (stereo unspecified)	-1	-7	-2
COc1ccccc1Cn1c(C)c(C(=O)NCc2ccccc2)sc1=O	-6	8	nt
O=C1CCCN1CC1CCCN(c2nc3nonc3nc2N2CCCCCC2)C1 (stereo unspecified)	-11	7	nt
COc1ccc(C(CNS(=O)(=O)CCC2CCCO2)N2CCCC2)cc1 (stereo unspecified)	-12	10	nt
COCOc1cccc(CN2CCC2(C)C(=O)NCc2cccc3ccccc23)c1 (stereo unspecified)	-10	8	nt
Cc1cccc(-c2noc(N3CCOCC3)c2CNCc2ccccc2)c1	1	-4	nt
CC(=O)NCCn1ccnc1-c1c(C)ccc2ncccc12	-4	22	nt
COCCCN(Cc1c(-c2cccc(C)c2)noc1N1CCOCC1)C(=O)C1CC1	-3	-11	0
CCOc1ccc(CCCC(=O)N2CCCC2c2nonc2C)cc1C (stereo unspecified)	-3	-5	nt
COc1ccc(C2=N/C(=C\C(C)=C\c3ccccc3)C(=O)O2)cc1	-6	-1	nt
O=C(NCCNc1nc(C2CC2)nc2ccccc12)C1CCCC1	-8	17	-4
COc1cc(CN(CCC(C)C)CC(O)COC(C)(C)C)cc(OC)c1 (stereo unspecified)	-1	13	-4
Cc1csc(=Nc2ccccc2F)n1Cc1ccccn1	-9	9	-18
CC(C)(O)C#Cc1ccc(CN2CCC(c3ccncc3)CC2)cc1	-7	6	-16
COCCCN(Cc1c(-c2ccc(F)cc2)noc1N1CCOCC1)C(=O)c1cccs1	-2	0	-5
Cc1ccc(=O)n(CC(=O)N2Cc3cnc(C(C)(C)C)nc3C2)n1	-1	2	nt
Cc1cn2c3c(=O)n(CCN4CCCCC4)c(=O)n(C)c3nc2n1Cc1ccco1	-12	18	nt
O=C(O)CSCc1ccsc1	-2	-1	-5
CN(C)C1CCCN(CCCc2ccco2)CC1 (stereo unspecified)	-2	nt	-4
CCc1nc2ccc(C(=O)NCCCN3CCCC3=O)cn2c1N(CC)C(=O)NCCc1ccccc1	6	-19	3
CC(C)N1C(=O)COCc2ccc(-c3cnn(C)c3)cc21	-6	4	nt
O=C(Nc1ccc(F)cc1)N1CCN(Cc2ccccc2F)CC1	-20	22	-4
O=c1[nH]c(=S)[nH]c2c1cnn2Cc1ccc(F)cc1	-3	3	nt
CCCCC(=O)N(Cc1ccc(-c2ccccc2-c2nn[nH]n2)cc1)C(C(=O)O)C(C)C (stereo unspecified)	6	-21	nt
CCOC(=O)c1c(C)n(-c2ccccc2)c2ccc(OC(=O)c3ccc([N+](=O)[O-])cc3[N+](=O)[O-])cc12	-7	10	-4
O=C(NCCn1ncc2c(N3CCCC3)ncnc21)c1cc2ccccc2o1	-9	-2	-8
CCOC(=O)c1cc(-c2cccc(NC(=O)c3cc(Cl)nc(Cl)c3)c2)n(-c2ccccc2OC)n1	-7	11	-6
Cc1cn2c3c(=O)n(CCc4ccccc4)c(=O)n(C)c3nc2n1CC(C)C	5	2	nt
COc1ncccc1CN1CCCc2cc(F)ccc21	-18	6	-16
Cc1noc(-c2cccs2)c1C(=O)NCc1ccncc1	-2	-4	0
CN1C[C@@H](O)[C@]2(CCN(C(=O)OCc3ccccc3)C2)S1(=O)=O	3	3	-6
Oc1ccccc1N1CCN(Cc2csc(-c3cccs3)n2)CC1	-16	2	-9
CCCc1c(C(=O)NCc2cccnc2)cnn1-c1ccccc1C	-9	22	-7
O=C(Nc1nnc(SCc2cc(F)cc(F)c2)s1)C1CCCCC1	-4	5	-6
Cc1ccc(-c2nc(COC(=O)c3cc(Cl)c[nH]3)cs2)cc1	-5	-4	nt
COc1ccc(-n2nc3c(c2NC(=O)/C=C\c2cc(OC)c(OC)c(OC)c2)CS(=O)(=O)C3)cc1	-5	-4	nt
O=C(CCN1CCCCO1)N[C@H]1[C@H]2CCO[C@H]2[C@@H]1N1CCCC1	-9	nt	-6
Cn1cc(C#N)cc1C(=O)N(Cc1ccc(F)cc1)CC(F)(F)F	-5	0	nt
COc1ccc(Nc2ncccc2C(=O)NCc2c(C)nn(-c3ccccc3C)c2C)cc1	-2	9	-5
CCOC(=O)C1CCCN(C(c2ccc([N+](=O)[O-])cc2)C2Sc3nc(CC)nn3C2=O)C1 (stereo unspecified)	-9	-1	-8
Cc1nn(C)cc1CN1CCN(C(=O)C2CCN(S(C)(=O)=O)CC2)CC1	-2	nt	-4
CN(C)CCCN(C(=O)Cc1ccccc1)c1nc2cc3c(cc2s1)OCO3	-2	0	-6
O=C1CCCC(=O)N1CCS(=O)(=O)NCC1CCN(Cc2cccs2)CC1	-10	-1	nt
CCCn1cnnc1CNC(=O)c1cn(Cc2ccccc2Cl)nn1	-4	5	nt
Cc1ccc(Nc2nc(NCCCn3ccnc3)nc3[nH]ncc23)cc1C	-13	6	nt
CN(C)CCCNC(=S)N1N=C(c2ccccc2)CC1c1ccccc1 (stereo unspecified)	-10	-3	nt

The results go on:
Molecule	hcGAS lum	NPYLR7 ag	mcGAS lum
Cc1ccccc1-c1nc(OCC(C)C)nn1-c1ccc(NC(=O)C2CC2)cc1	-7	-2	-5
CN1CCN(C(=O)c2ccc(Cl)cc2[N+](=O)[O-])CC1	3	1	nt
c1cn(C2CCN(C3CCSCC3)CC2)c(-c2cc3n(n2)CCCNC3)n1	1	nt	-4
O=C(CN(C(=O)c1ccc([N+](=O)[O-])cc1Cl)C1CC1)N(CCc1c[nH]c2ccccc12)Cc1ccc(Cl)c(Cl)c1	-4	nt	-6
COc1ccc(NC(=O)CCC2CCN(Cc3nc4ccccc4[nH]3)CC2)c(OC)c1	-7	-3	-10
N#Cc1cccc(/C=C(/Cl)c2nc3scc(-c4cccs4)c3c(=O)[nH]2)c1	-12	4	nt
CCc1noc(CCCC(=O)NCCc2cccc(Cl)c2Cl)n1	-4	9	nt
O=C1NCC2(CCCN(c3nc4ccccc4o3)CC2)O1 (stereo unspecified)	-10	4	-14
O=C(c1ccc(Cl)cc1Cl)N1CCN(c2c3c(nc4ncnn24)CCC3)CC1	-4	5	-6
C=CCn1c(C)cn2c3c(=O)n(Cc4ccccc4Cl)c(=O)n(C)c3nc12	1	7	nt
COc1cc(C(C)=O)ccc1Oc1ncnc2c1cnn2-c1ccc(C)cc1C	-3	2	-7
Cc1ccc(-n2nc3c(c2NC(=O)C24CC5CC(CC(C5)C2)C4)CS(=O)(=O)C3)cc1	-1	-1	nt
CCc1nc(N(CCC(=O)NCc2ccccc2)CCc2ccccc2)c2ccc(Cl)cc2n1	4	-18	0
NC(=O)c1cc2ccc(O)cc2oc1=Nc1ccccc1F	-1	-3	-4
CCCn1c(C)cn2c3c(=O)n(CCCO)c(=O)n(C)c3nc12	-5	0	nt
CC(=O)N(C(C)=O)c1c(N2CCOCC2)c2ccccc2oc1=O	-2	-10	-6
CCn1nccc1C(=O)N=c1sc2cc(C)cc(C)c2n1C	-8	4	-4
CC(C)Nc1ccnc(NCc2cccnc2Oc2ccc(F)cc2F)n1	0	3	-9
Cc1nc(Nc2ccc(NC(=O)/C=C/c3ccccc3)cc2)cc(OC(C)C)n1	-11	11	-7
COCC(=O)Nc1ccc(Nc2ccc(-n3nc(C)cc3C)nn2)cc1	0	-3	-2
COCCNC(=O)[C@@]1(OCc2ccccc2C)CC(OCc2ccccc2F)[C@H](O)[C@H](O)C1 (stereo partly specified)	-3	14	-5
Oc1ccc(CCNc2ncnc3[nH]ncc23)cc1	-6	1	nt
O=C(CSc1ncnc2c1oc1ccccc12)N1CCN(c2ccccc2)CC1	-6	-7	nt
CCc1nc2ccccc2n1NC(=O)c1ccc(Cl)cc1	-6	3	nt
c1ccc2c(c1)CCN(C1CCN(Cc3cc4n(n3)CCNC4)CC1)C2	-8	7	nt

As a short view, 4 of the compounds above:
Molecule	hcGAS lum	NPYLR7 ag	mcGAS lum
Cc1ccccc1-c1nc(OCC(C)C)nn1-c1ccc(NC(=O)C2CC2)cc1	-7	-2	-5
CN1CCN(C(=O)c2ccc(Cl)cc2[N+](=O)[O-])CC1	3	1	nt
c1cn(C2CCN(C3CCSCC3)CC2)c(-c2cc3n(n2)CCCNC3)n1	1	nt	-4
O=C(CN(C(=O)c1ccc([N+](=O)[O-])cc1Cl)C1CC1)N(CCc1c[nH]c2ccccc12)Cc1ccc(Cl)c(Cl)c1	-4	nt	-6

Further structures follow:
Molecule	hcGAS lum	NPYLR7 ag	mcGAS lum
CN(c1ccccc1)c1ccccc1NCc1nc(C2CC2)no1	-4	2	nt
CCc1noc(C(C)N(C)CCOc2ccc(Cl)cc2)n1 (stereo unspecified)	-7	8	nt
CCOC(=O)c1nc2cc(C)c(C)cc2nc1N1CCN(C(=O)c2cnc3c(c(C)nn3C)c2Cl)CC1	-2	5	-5
CN(C)c1ccccc1NC(=O)c1ccccc1OC(F)F	-16	5	-6
COc1ccc(C2CCCCN2C(=O)Cc2c[nH]c3ccc(F)cc23)cc1 (stereo unspecified)	0	2	nt
Cc1cccc(C(=O)Nc2ccc(-c3c(-c4cccc(C)c4)[nH]n(-c4ccccc4)c3=O)cc2)c1	-3	18	-6
O=C(OCc1ccoc1)c1ccc(Cl)cc1F	0	-2	nt
Cc1cc(CCCC(=O)NC2(C#N)CCSC2)c(C)s1 (stereo unspecified)	-10	7	-8
Nc1nc(N2CCN(Cc3ccccc3)CC2)nc(N2CCCCC2)c1[N+](=O)[O-]	-5	-2	nt
CN(C)NC(=O)c1ccsc1NC(=O)c1ccc(S(=O)(=O)N(C)c2ccccc2)cc1	-7	-4	-7
O=C(CSc1nc(=O)n(CCO)c2c1CCCC2)N1CCCc2ccccc21	-6	-5	-9
CCc1ccc(C(=O)N(CCN2CCOCC2)CC(=O)N(Cc2ccc(F)cc2)Cc2ccco2)cc1	0	-13	0
CCOc1ccc(C(=O)Nc2ccc(O)c(-c3nc4cc(CC)ccc4o3)c2)cc1	-7	11	-7

Screens from PubChem.
